DAX1 inh-1 = blocks DAX1 repression of SF-1 activated StAR promoter. HEK293T StAR-luciferase reporter, SF-1/DAX-1 repression relief. inhibition, % at 6.8 µM. actives 1.1% (n = 370,000). AID 652010;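 active means inhibition above the mean over all tested compounds plus 3 SD, cut at about 3.6% in these data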;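 further: 0% = DAX-1 cells with DMSO and 100% = cells lacking DAX-1 with DMSO; higher inhibition means more luminescence from relief of DAX-1 repression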
DAX1 inh-2 = inhibitors of human orphan nuclear receptor DAX1 (NR0B1); AID 504766; inhibition, % at 6.75 µM; HEK293 Gal4-DAX1 luciferase reporter, luminescence; actives 0.99% (n = 340,000);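 active means inhibition above the mean over all tested compounds plus 3 SD, cut at about 4.2% in these data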;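 further: 0% = DAX1-transfected cells with DMSO and 100% = empty-vector control cells with DMSO; inhibition shows as a rise in luminescence from relieved DAX1 repression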
ssDAF12 agonist = activates DAF-12 receptor from parasite S. stercoralis | HEK293 ssDAF-12/GRIP1 lit1-tk-luc reporter, luminescence; % of 3 µM dafachronic acid response | activation, % at 6.8 µM | actives 1% (n = 370,000) | AID 652126;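 active means activation above the mean over all tested compounds plus 3 SD, cut at about 0.9% in these data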;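 further: 0% = DMSO-only wells and 100% = 3 µM delta7-dafachronic acid wells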
SMARCA2 activ = activators of SMARCA2 function. AID 652017. actives 1% (n = 370,000). MG213 cells, MMTV-luciferase reporter, dexamethasone, overnight. activation, % at 9.1 µM; in the data active means activation above about 7.8%;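 further: 0% = vehicle wells and 100% = reference activator wells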
hgDAF-12 ag = hgDAF-12 agonism, primary luciferase screen. AID 687014. activation, % at 6.8 µM. HEK293 GAL4-hgDAF12 UAS-luciferase reporter, agonist luminescence; normalized to butyrate control. actives 1.8% (n = 370,000);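 active means activation above a cutoff set at the mean of all screened compounds plus 3 SD, cut at about 10% in these data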;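 further: 0% = DMSO wells and 100% = sodium butyrate wells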
GC-B act = GC-B (human) receptor activation; P20594; HEK293-GC-B cells, CNP EC30, cGMP TR-FRET; 0% at EC30 CNP, 100% saturating CNP; activation, % at 10 µM; actives 0.11% (n = 370,000); AID 1920062;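 active means activation at 10 µM reaching about 35% in either raw or pattern-adjusted values, limit read from the data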
Target sequence (P20594 whole entry, looked up): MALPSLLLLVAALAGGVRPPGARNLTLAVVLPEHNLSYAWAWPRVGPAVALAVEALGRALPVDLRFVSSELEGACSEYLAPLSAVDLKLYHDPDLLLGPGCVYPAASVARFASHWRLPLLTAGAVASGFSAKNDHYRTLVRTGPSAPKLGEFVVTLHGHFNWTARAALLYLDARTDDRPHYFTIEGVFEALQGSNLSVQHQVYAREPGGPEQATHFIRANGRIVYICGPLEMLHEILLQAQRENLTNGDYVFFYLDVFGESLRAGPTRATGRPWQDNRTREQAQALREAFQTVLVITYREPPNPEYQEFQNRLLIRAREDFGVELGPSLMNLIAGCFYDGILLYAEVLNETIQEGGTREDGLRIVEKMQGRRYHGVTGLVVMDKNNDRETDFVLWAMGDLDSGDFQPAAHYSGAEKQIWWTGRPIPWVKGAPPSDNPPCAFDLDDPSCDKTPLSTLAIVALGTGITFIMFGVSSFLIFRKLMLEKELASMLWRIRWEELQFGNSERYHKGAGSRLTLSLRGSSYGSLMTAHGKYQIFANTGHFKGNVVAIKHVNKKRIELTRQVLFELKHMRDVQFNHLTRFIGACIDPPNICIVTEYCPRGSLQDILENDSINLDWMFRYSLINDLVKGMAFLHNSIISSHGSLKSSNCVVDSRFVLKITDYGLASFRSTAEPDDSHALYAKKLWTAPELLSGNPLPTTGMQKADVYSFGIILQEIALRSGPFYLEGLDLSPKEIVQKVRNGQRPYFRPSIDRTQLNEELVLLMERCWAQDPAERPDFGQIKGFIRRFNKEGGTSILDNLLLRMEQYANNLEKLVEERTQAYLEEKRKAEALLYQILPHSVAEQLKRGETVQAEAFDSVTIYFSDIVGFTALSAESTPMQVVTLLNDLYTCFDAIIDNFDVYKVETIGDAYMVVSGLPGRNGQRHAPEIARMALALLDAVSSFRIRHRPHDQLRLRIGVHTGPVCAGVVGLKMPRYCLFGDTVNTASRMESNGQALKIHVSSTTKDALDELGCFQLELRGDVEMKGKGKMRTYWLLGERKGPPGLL
GC-A act = GC-A (human) enzyme activation. HEK293 GC-A cells, cGMP TR-FRET, EC30 ANP; 0% at EC30 ANP, 100% saturating ANP. activation, % at 10 µM. actives 0.14% (n = 370,000); in the data active means activation above about 40%
KLK7 zymogen act = activates the human kallikrein-7 zymogen; activation, % at 7 µM; actives 0.9% (n = 370,000); AID 652039; purified proKLK7, EDANS-DABCYL substrate fluorescence; 100% is mature enzyme control, 0% vehicle; P49862;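 active means activation above the mean of all tested compounds plus 3 SD, computed per campaign excluding outliers beyond control limits, cut at about 13% in these data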
hcDAF-12 act = activators of H. contortus DAF-12 nuclear receptor | actives 1.4% (n = 370,000) | AID 652067 | activation, % at 6.8 µM | HEK293 hcDAF-12 lit1-tk-luc reporter, luminescence; 0% DMSO, 100% Δ7-dafachronic acid;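 active means activation above the mean of all tested compounds plus 3 SD, cut at about 5.5% in these data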;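 further: 100% = response to 3 µM Δ7-dafachronic acid high control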
HGIII-sPLA2 inh = Inhibits HGIII-sPLA2 liposome hydrolysis, primary screen. QFRET BODIPY PC-A2 liposome hydrolysis, fluorescence. inhibition, % at 12.2 µM. actives 0.56% (n = 370,000);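 active means inhibition above mean plus 3 SD of compounds lying within the high and low control bounds, cut at about 19% in these data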;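 further: 0% = median of test compound wells and 100% = no enzyme DMSO wells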
GAA850 FXN act = frataxin GAA850 promoter activation; actives 0.56% (n = 360,000); activation, % at 6 µM; HEK293 lucGAA850 FXN promoter luciferase reporter, 24 h; percent of 10 µM SAHA response;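 active means activation above the average of all compounds screened plus 3 SD, cutoff fixed separately per campaign, cut at about 7.5% in these data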;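 further: 0% = DMSO wells and 100% = 10 µM SAHA wells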
Numbers without * were called inactive; · = not tested or not shown.

SMILES	DAX1 inh-1	DAX1 inh-2	ssDAF12 agonist	SMARCA2 activ	hgDAF-12 ag	GC-B act	GC-A act	KLK7 zymogen act	hcDAF-12 act	HGIII-sPLA2 inh	GAA850 FXN act
COC(=O)C1CN(Cc2ccc(Cl)cc2)CCS(=O)(=O)N1Cc1cn(Cc2ccccc2)nn1 (stereo not given)	-1.0	·	-1.3	-2.7	-0.3	-7.8	-10.4	0.6	-1.4	-5.9	·
CCc1nnc(NC(=O)CC(CN(C)S(=O)(=O)c2ccccc2)c2ccccc2)s1 (stereo not given)	0.5	-0.1	0.1	-3.3	0.6	-1.6	-15.3	0.1	0.7	11.3	-2.2
CCCc1cc(=O)[nH]c(SCC(=O)NCC2COc3ccccc3O2)n1 (stereo not given)	-0.4	-0.3	-1.0	-1.1	-0.9	-5.2	-3.9	-0.5	1.7	7.2	1.0
Cc1ccc(NC(=O)C2CCN(S(=O)(=O)c3c(C)[nH]c(=O)[nH]c3=O)CC2)cc1	0.0	0.5	-0.7	-3.5	-0.2	2.7	3.8	-0.4	-1.9	15.5	-0.7
CC1(C)Cc2c(sc3c2c(N)nc(=S)n3Cc2ccccc2)CO1	0.9	·	-1.2	5.7	-1.1	0.7	5.6	0.2	-1.5	3.9	·
CCCN(CCC)C(=O)c1ccc2c(c1)S(=O)(=O)c1ccccc1C2=O	1.3	-0.1	-1.3	3.2	-2.2	3.4	4.3	0.3	-1.9	0.2	7.2
COC(=O)c1cc(Br)c(=O)n(CCN(C(C)C)C(C)C)c1	0.1	-0.4	-1.0	-2.7	-0.1	-3.5	1.9	-0.4	-1.3	8.3	-1.4
Cc1cc(C)n(S(=O)(=O)c2ccc(Cl)cc2)n1	0.0	0.1	-1.4	-0.9	-1.0	3.2	0.1	-0.2	0.8	-2.1	-0.1
CCOC(=O)c1c(C2CC2)csc1NC(=O)COC(=O)c1cc(OC)c(OC)cc1[N+](=O)[O-]	0.3	0.0	-1.2	1.5	-2.6	5.5	-5.0	-0.2	0.3	1.8	3.7
O=C(COC(=O)CCc1nc2ccccc2s1)Nc1ccc(S(=O)(=O)N2CCOCC2)cc1	0.0	0.8	0.1	-3.7	0.8	-8.0	-3.7	0.7	0.8	-22.8	2.9
CCOc1cc(/C=N/NC(=O)c2ccc(=O)n(C)c2)ccc1O	-1.2	2.0	-0.8	-1.1	-1.8	2.6	-2.2	-0.5	2.6	4.2	-1.0
O=S(=O)(N/N=C\c1ccc(-c2ccccc2Cl)o1)c1ccccc1	0.1	-0.9	-1.1	3.0	-1.5	1.8	7.5	-0.2	0.4	-11.2	0.8
C#Cc1ccc([C@H]2C=C(C(=O)NC3CC3)O[C@@H](OCC)[C@@H]2CCCO)cc1	0.3	3.0	-1.1	-0.7	0.8	-5.4	-2.0	-0.5	-0.8	0.4	-2.7
C/C(=N\OC(=O)Nc1ccccc1)c1cnn(-c2cc(C(F)(F)F)cc(C)n2)c1C	-0.5	-2.1	-1.4	-1.9	-0.1	3.4	-3.8	-0.3	-1.0	3.3	2.2
CCOC(=O)c1ccc(NC(=O)CSc2nc(NC(=O)c3ccccc3)c3c(C)c(C)oc3n2)cc1	-0.5	-2.3	-0.2	4.7	0.4	4.2	-1.6	0.1	-1.3	0.9	-1.4
Cc1cc(Nc2ccccc2C(=O)O)n(-c2ccc([N+](=O)[O-])cc2)n1	-0.1	1.8	-0.3	1.7	-1.6	-1.0	-3.1	0.1	0.5	-7.2	-0.1
Cc1cccc(C)c1N(CC(=O)N(C)Cc1ccccc1)S(C)(=O)=O	-0.1	1.2	-0.5	-1.6	-0.3	-0.2	-2.6	-0.6	-1.1	1.1	0.8
CC(=O)Nc1ccc2oc(-c3ccccc3Br)nc2c1	5.5*	-0.3	0.2	2.8	14.6*	-5.1	17.2	1.5	8.3*	-4.6	5.9
COc1ccccc1Nc1nnc(SCc2cc(=O)n3ccsc3n2)s1	0.1	-0.4	-1.1	-3.9	-1.0	0.2	-3.6	0.7	-0.4	1.8	-0.4
Cc1ccccc1N1CCN(CC(=O)Nc2nc(C)c(C(=O)N(C)C)s2)CC1	0.1	1.0	-1.2	6.0	0.9	0.7	1.9	-0.8	-1.8	0.7	1.2
COc1ccc([C@@H]2CC=C(C(=O)O)[C@H](c3ccc(C)cc3)N2S(=O)(=O)c2ccccc2C)cc1	-0.8	0.2	-1.7	-1.7	2.3	1.9	0.0	0.5	0.8	-12.6	0.4
Nn1c(SCC(=O)NCC2CCCO2)nnc1-c1ccc(OC(F)F)cc1 (stereo not given)	0.0	0.3	-0.8	-0.8	-1.0	9.0	1.5	0.3	0.3	0.8	1.7
O=C(Nc1ccc([N+](=O)[O-])cn1)C1CC1	0.3	1.5	-1.0	-2.6	-1.8	3.6	-0.4	0.8	-1.9	17.1	0.6
O=C(Nc1ccccc1Cl)c1ccc2nc(N3CCOCC3)sc2c1	2.3	0.1	-1.2	4.9	1.4	0.2	3.9	-0.1	0.5	-2.5	1.0
COC(=O)C1CN(Cc2cn(CCC3OCCO3)nn2)CCS(=O)(=O)N1Cc1ccccc1 (stereo not given)	-0.2	·	-1.7	-1.8	3.8	5.8	2.8	0.0	-0.4	4.6	·
COc1cccc(NC(=O)CCC(=O)N2CC(C)Oc3ccc(C)cc32)c1 (stereo not given)	-1.3	-0.7	-1.6	-0.3	-1.1	-13.0	-2.0	0.6	-1.4	-10.5	-0.5
CCCS(=O)(=O)c1nc(S(=O)(=O)c2ccc(C)cc2)c(N2CCC(C(N)=O)CC2)s1	0.0	-0.3	-1.4	-0.4	-0.2	-2.5	0.3	-0.5	-0.3	-0.1	0.4
COC(=O)c1c(NC(=O)C(=O)N2CCOCC2)sc2c1CCCC2	-0.6	0.5	-1.0	-2.6	2.7	3.4	-0.7	0.1	-0.7	2.8	-1.3
CC1(C)Cc2c(sc3c2c(=N)n(Cc2ccco2)c(=O)n3CC(=O)Nc2ccccc2)CO1	-0.7	-0.5	-1.4	0.3	2.0	4.2	-4.2	-0.3	-0.8	-5.9	4.4
COc1ccc(C=C2C(=O)c3ccccc3C2=O)cc1O	-0.2	2.0	0.5	0.2	6.3	-3.3	-2.8	-0.3	3.4	1.1	2.7

Quoted from the listing:
`COc1ccc(C=C2C(=O)c3ccccc3C2=O)cc1O` | GAA850 FXN act: 2.7
`COC(=O)C1CN(Cc2cn(CCC3OCCO3)nn2)CCS(=O)(=O)N1Cc1ccccc1` (stereo not given) | KLK7 zymogen act: 0.0
`COc1cccc(NC(=O)CCC(=O)N2CC(C)Oc3ccc(C)cc32)c1` (stereo not given) | ssDAF12 agonist: -1.6
`COc1ccc([C@@H]2CC=C(C(=O)O)[C@H](c3ccc(C)cc3)N2S(=O)(=O)c2ccccc2C)cc1` | DAX1 inh-1: -0.8
`Nn1c(SCC(=O)NCC2CCCO2)nnc1-c1ccc(OC(F)F)cc1` (stereo not given) | GC-B act: 9.0
`O=C(Nc1ccccc1Cl)c1ccc2nc(N3CCOCC3)sc2c1` | SMARCA2 activ: 4.9

The results go on:
SMILES	DAX1 inh-1	DAX1 inh-2	ssDAF12 agonist	SMARCA2 activ	hgDAF-12 ag	GC-B act	GC-A act	KLK7 zymogen act	hcDAF-12 act	HGIII-sPLA2 inh	GAA850 FXN act
Cc1nn(-c2nc3ccccc3s2)c(N)c1-c1ccc(Cl)cc1	0.1	1.0	-0.5	0.7	1.8	-2.8	16.2	0.1	-1.9	3.2	3.4
CCOc1ccc(-n2nnnc2-c2nc3ccccc3s2)cc1	-0.4	0.5	-1.4	-1.9	-6.0	3.5	2.6	-4.0	1.3	-1.4	-4.1
Cc1ccccc1COc1cccn2c(N(C)C(=O)CCC3CCCC3)c(C)nc12	-1.6	·	-2.3	-2.6	-0.4	-2.4	-0.8	0.9	-0.9	-5.7	-1.0
COc1ccc(-c2c(-c3cc(OC)cc(OC)c3)n(C)c3ccc(-c4ccn[nH]4)cc23)cc1	-0.8	-0.6	-1.5	2.1	0.9	-8.6	-4.9	-40.0	-2.6	13.4	0.6
Cc1nn(Cc2ccc(C(=O)Nc3ccc(C(=O)OC(C)C)cc3)o2)c(C)c1Cl	-1.1	-0.9	-2.7	-3.4	-4.8	-0.2	-4.2	0.1	-2.8	-3.2	0.8
Cc1c(Cl)cccc1NC(=O)COC(=O)Cn1cnc2c1c(=O)n(C)c(=O)n2C	-0.2	1.0	-1.5	0.5	0.7	1.8	0.8	-0.3	-0.2	-1.3	1.0
Cc1cccc(CN2C(=O)[C@H]3Cc4c([nH]c5ccccc45)C(C)(C)N3C2=O)c1	-0.8	-1.1	-1.9	-2.2	-2.0	6.0	1.6	1.0	-1.1	-26.0	1.0
C=CCN(CC=C)C(=O)CN1C(=O)NC(C)(c2ccc3cc(OC)ccc3c2)C1=O (stereo not given)	0.0	0.3	-1.3	6.0	-1.9	1.4	-1.4	0.1	-2.8	-12.1	-0.8
CC1C(=O)N(Cc2cn(CCC3OCCO3)nn2)CCS(=O)(=O)N1Cc1ccc(-c2ccc(F)nc2)cc1 (stereo not given)	-1.4	1.0	-1.2	-3.5	2.7	3.7	3.7	-1.1	-1.3	-3.4	0.8
NS(=O)(=O)c1cccc(NS(=O)(=O)c2ccc3ccccc3c2)c1	0.0	-0.7	-1.2	-2.5	-2.6	5.6	4.2	-0.6	3.0	-21.5	0.2
CC(C)c1nc2cc(C(=O)N3CCNC(=O)C3c3cccc(F)c3)ccc2o1 (stereo not given)	0.8	-0.1	-0.6	-1.4	-1.0	0.4	1.2	-0.4	-0.5	3.0	-0.4

Entries of single compounds as entered above. Order of screens: DAX1 inh-1 | DAX1 inh-2 | ssDAF12 agonist | SMARCA2 activ | hgDAF-12 ag | GC-B act | GC-A act | KLK7 zymogen act | hcDAF-12 act | HGIII-sPLA2 inh | GAA850 FXN act
Profile of Cc1nn(Cc2ccc(C(=O)Nc3ccc(C(=O)OC(C)C)cc3)o2)c(C)c1Cl → -1.1 | -0.9 | -2.7 | -3.4 | -4.8 | -0.2 | -4.2 | 0.1 | -2.8 | -3.2 | 0.8
Profile of Cc1nn(-c2nc3ccccc3s2)c(N)c1-c1ccc(Cl)cc1 → 0.1 | 1.0 | -0.5 | 0.7 | 1.8 | -2.8 | 16.2 | 0.1 | -1.9 | 3.2 | 3.4
Profile of C=CCN(CC=C)C(=O)CN1C(=O)NC(C)(c2ccc3cc(OC)ccc3c2)C1=O (stereo not given) → 0.0 | 0.3 | -1.3 | 6.0 | -1.9 | 1.4 | -1.4 | 0.1 | -2.8 | -12.1 | -0.8

High-throughput results as filed in PubChem.
